CHRM5 PAM: potentiates acetylcholine response at human M5 receptor. AID 624038. P08912. 0.3% of 360,000 active. CHO-K1 hM5, Fluo-8 calcium, ACh EC20 PAM; 0% = ACh EC20, 100% = ACh EC100. activation, % at 3 µM;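 active = activation above the run cutoff, the mean activation of all test compounds plus 3 SD, cut at about 18% in these data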
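Probe or stimulus: acetylcholine, EC20 level; Assay system: human M5 receptor in CHO-K1 cells; Schedule: compound preincubation 140 s before EC20 acetylcholine addition; Technique: intracellular calcium via Fluo-8 fluorescence; Dosing: single-point, 3 µM nominal; Read-out basis: percent activation from peak-over-basal fluorescence ratio, scaled EC20-to-EC100 acetylcholine; Repeats: one well per compound, no replicates.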
CHRM1 agonist: human M1 muscarinic receptor agonism; P11229; CHO-K1 hM1, Fluo-8 calcium fluorescence, agonist mode; 0% DMSO, 100% acetylcholine EC100; activation, % at 3 µM; 0.33% of 360,000 active;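 active = activation above the run's mean compound activation plus 3 SD, cut at about 16% in these data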;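 note: peak over basal fluorescence ratio within a 140 s kinetic read after compound addition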
CHRM5 agonist: CHRM5 agonism in calcium assay; P08912; CHO-K1 hM5 cells, Fluo-8 calcium fluorescence; 0% DMSO wells, 100% maximal acetylcholine response; activation, % at 3 µM; 0.19% of 360,000 active; AID 624037;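 active = activation above the run's mean over test compounds plus 3 SD, cut at about 23% in these data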;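 note: signal is peak over basal fluorescence ratio across the kinetic read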
M4 ag: agonists of human muscarinic M4 receptor (CHRM4). P08173. AID 624127. activation, % at 3 µM. 0.14% of 360,000 active. CHO-K1 hM4/Gqi5, Fluo-8 calcium fluorescence; vehicle 0%, full acetylcholine response 100%;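 active = activation above the run mean over all test wells plus 3 SD, cut at about 32% in these data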;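 note: peak over basal fluorescence ratio per well then scaled between controls; 0% = DMSO wells and 100% = acetylcholine at EC100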
Target sequence (P08173 whole entry, looked up): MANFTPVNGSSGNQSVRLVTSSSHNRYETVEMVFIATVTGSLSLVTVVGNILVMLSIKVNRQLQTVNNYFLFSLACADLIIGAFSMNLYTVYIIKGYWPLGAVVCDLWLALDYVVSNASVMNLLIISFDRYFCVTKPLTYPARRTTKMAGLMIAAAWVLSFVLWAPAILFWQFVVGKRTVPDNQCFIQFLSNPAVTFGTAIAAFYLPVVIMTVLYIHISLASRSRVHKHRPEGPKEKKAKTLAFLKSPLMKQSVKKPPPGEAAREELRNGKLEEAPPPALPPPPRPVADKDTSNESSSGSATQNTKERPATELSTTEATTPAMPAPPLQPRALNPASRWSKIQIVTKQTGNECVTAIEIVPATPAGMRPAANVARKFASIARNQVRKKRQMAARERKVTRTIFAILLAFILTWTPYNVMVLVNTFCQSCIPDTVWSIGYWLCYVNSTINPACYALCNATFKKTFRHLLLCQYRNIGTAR
CHRM5 antagonist: antagonists of human muscarinic M5 receptor (CHRM5); P08912; CHO-hM5 cells, Fluo-8 calcium fluorescence, ACh EC80; inhibition, % at 3 µM; 0.59% of 360,000 active;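 active = inhibition above a per-plate cutoff, the mean of that plate's test compounds plus 3 SD, cut at about 27% in these data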;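 note: 0% = acetylcholine EC80 with DMSO and 100% = DMSO without agonist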
M1 PAM: potentiates human M1 receptor response to acetylcholine | P11229 | CHO-K1 hM1, Fluo-8 calcium fluorescence, ACh EC20; 0% = ACh EC20, 100% = maximal ACh | activation, % at 3 µM | 0.088% of 360,000 active | AID 588819; in the data active = activation above about 19%, passing the limit was not always enough
TAAR1 ag: human TAAR1 agonism; 0.99% of 360,000 active; activation, % at 3 µM; AID 624467; CHO RD-HGA16 TAAR1, Fluo-8 calcium fluorescence; vehicle wells 0%, saturating PEA agonist 100%; Q96RJ0;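 active = activation above the mean activation of all test compounds in the run plus 3 SD, cut at about 38% in these data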
Target sequence (Q96RJ0 whole entry, looked up): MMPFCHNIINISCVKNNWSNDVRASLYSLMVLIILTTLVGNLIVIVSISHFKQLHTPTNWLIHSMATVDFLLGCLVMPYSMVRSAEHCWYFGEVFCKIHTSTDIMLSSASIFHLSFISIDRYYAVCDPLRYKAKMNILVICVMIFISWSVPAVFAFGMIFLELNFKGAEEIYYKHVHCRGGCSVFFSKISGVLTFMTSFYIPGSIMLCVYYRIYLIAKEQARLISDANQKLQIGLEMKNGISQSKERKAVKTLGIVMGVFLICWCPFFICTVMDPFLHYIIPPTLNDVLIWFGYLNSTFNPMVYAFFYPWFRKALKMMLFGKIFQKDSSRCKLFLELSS
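Test system: RD-HGA16 (CHO) cells co-expressing Gα16 and hTAAR1 / Benchmarks: DMSO vehicle as 0%, PEA at EC100 as 100% / Repeats: no replicates (n 1) / Measure: % activation from peak over basal fluorescence ratio, DMSO-to-PEA scaled / Timing: 17-24 h plating, Fluo-8 75 min 37 °C, 30 min RT / Technique: kinetic Fluo-8 calcium fluorescence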
CHRM4 antagonist: antagonists of human muscarinic M4 receptor (CHRM4); CHO-hM4 cells, ACh EC80, Fluo-8 calcium fluorescence; inhibition, % at 3 µM; P08173; 0.73% of 360,000 active;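 active = inhibition above its plate's cutoff, the mean inhibition of sample wells plus 3 SD, cut at about 27% in these data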;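 note: 0% = acetylcholine EC80 with DMSO and 100% = DMSO without agonist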
M1 antag: human CHRM1 antagonism; inhibition, % at 3 µM; 1.3% of 360,000 active; P11229; CHO-K1 hM1, Fluo-8 calcium fluorescence, ACh EC80 antagonist;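 active = percent inhibition above its own plate's cutoff, namely the mean of that plate's compound wells plus 3 SD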;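 note: peak over basal fluorescence ratio during 140 s after agonist addition; 0% = ACh EC80 plus DMSO and 100% = DMSO alone without agonist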
Active calls of the source: *; . = not tested or not shown.

CHRM5 PAM,CHRM1 agonist,CHRM5 agonist,M4 ag,CHRM5 antagonist,M1 PAM,TAAR1 ag,CHRM4 antagonist,M1 antag,canonical_smiles
-14.9,-1.7,-7.8,1.2,-10.1,4.3,14.7,1.7,-6.1,Cc1ccc(S(=O)(=O)N(C)CC(=O)Nc2cccc(C)n2)cc1
3.4,-3.3,-3.9,1.4,-0.9,14.1,0.3,-7.7,-8.8,CCN(CC)C(=O)Cn1cc(S(=O)(=O)CC(=O)Nc2ccccc2F)c2ccccc21
4.6,-1.8,3.8,-0.3,2.5,1.5,8.0,17.2,-4.3,Cc1ccc(S(=O)(=O)N2C(=O)CCC2C(N)=O)cc1 (stereo unspecified)
-1.2,3.0,2.3,1.0,18.9,8.6,1.6,-5.0,-9.2,O=C(CCN1C(=O)c2ccccc2C1=O)c1ccccc1
-5.4,-1.7,-1.9,1.2,-1.1,10.5,.,-21.2,-19.6,CC1CCCN(S(=O)(=O)c2ccc3c(c2)C(C)(C)C(=O)N3C)C1 (stereo unspecified)
-0.6,-6.0,-2.0,0.8,-7.4,8.7,1.6,-4.3,-7.2,NS(=O)(=O)c1ccc(NC(=O)CSc2nnc(-c3ccc(O)cc3)o2)cc1
-1.9,-7.1,-3.2,2.0,8.0,6.5,8.1,-0.1,-14.7,Cc1ccccc1C(=O)NC1CCN(C(=O)NCc2ccccc2)CC1
-5.4,-6.9,-2.0,2.0,6.1,-3.2,5.1,2.4,0.7,O=C(Oc1c(Br)cc(Br)c2cccnc12)N1CCCCC1
-3.0,-2.6,4.8,2.4,7.4,0.2,12.0,7.9,4.6,CC(=O)Nc1ccc(S[C@@H](CCN2CC[C@H](O)CCC2=O)c2ccccc2)cc1
-17.2,0.9,-0.2,18.6,12.2,-6.0,20.7,13.3,23.4,COc1ccc(Nc2ncc(C(=O)N3CCN(c4ccccc4OC)CC3)c3ccccc23)cc1
1.1,-7.2,-1.4,0.3,6.0,10.2,1.1,-7.4,-13.1,COc1cc2c(cc1OC)CN(C(=O)C1(c3ccccc3)CC1)CC2
-4.8,0.8,1.3,3.0,16.7,2.4,6.0,10.5,-2.6,Cc1nc([N+](=O)[O-])c(Br)n1CC(=O)c1ccc(Cl)cc1
0.4,-2.0,6.6,8.4,-3.6,-0.3,9.2,-10.0,-4.4,O=S(=O)(NCCOc1cccc2cccnc12)c1ccc(F)cc1
-1.4,-3.1,0.6,1.2,0.1,3.5,5.0,-1.5,-0.5,COc1ccc(NC(=O)c2ccc([N+](=O)[O-])cc2[N+](=O)[O-])c(OC)c1
0.6,-4.6,-7.2,5.1,7.2,4.7,-0.3,-5.5,-2.7,c1ccc2c(-c3cncc4ccccc34)cncc2c1
-7.1,-1.0,-2.3,3.2,21.2,13.7,1.1,-9.7,-15.8,COc1ccccc1NC(=O)C1CCN(S(=O)(=O)c2ccc3c(c2)NC(=O)CO3)CC1
3.4,-3.8,-0.8,2.6,3.0,3.9,5.4,11.1,-2.8,O=C(c1ccc(F)cc1)N1CCC(C(=O)N2CCN(S(=O)(=O)c3cccc([N+](=O)[O-])c3)CC2)CC1
7.5,-4.4,-3.6,-1.5,6.9,-0.6,16.0,-9.8,9.1,Cc1ccc(CNC(=O)CCn2cc(-c3ccc(C)cc3)nc2CCN)cc1
-4.5,-2.1,3.4,8.9,4.3,1.0,.,2.1,9.2,O=C(CSc1nc(-c2ccccc2)c(-c2ccccc2)[nH]1)Nc1nccs1
-4.3,-1.0,0.2,0.5,10.9,2.9,2.8,9.0,-3.5,NC(=O)COc1ccc(/C=C2\C(=O)ON=C2c2ccccc2)cc1
-15.7,2.9,5.9,25.1,16.5,-15.4,14.7,15.4,36.7*,COc1ccc(-c2cc(C(=O)N(C)CC(=O)Nc3cccc(F)c3)c3ccccc3n2)cc1OC
7.0,-1.6,-5.5,0.2,-9.8,4.8,0.4,-10.7,-8.0,CCOc1ccc(NC(=O)COC(=O)C2CCC(=O)N2)c([N+](=O)[O-])c1 (stereo unspecified)
-1.4,-0.6,1.9,0.6,5.9,-0.8,0.9,3.7,-1.2,CCC(C)[C@H](NS(=O)(=O)c1ccc(C)cc1)C(=O)N1CCC(C(=O)N2CCC(C(=O)OC)CC2)CC1 (stereo partly specified)
-13.4,-2.2,-6.6,3.5,5.8,-0.7,10.0,-4.7,1.9,CCOc1ccc(-c2n[nH]c(C)c2-c2ccccc2OC)c(O)c1
-2.6,-1.5,-3.6,-0.4,13.4,10.6,2.6,1.6,-5.8,Cc1cccc(C)c1NC(=O)Cc1cccs1
-0.1,-7.5,-1.0,0.6,5.2,7.8,11.8,-2.9,-21.4,CCCCN(CCCC)Cc1ccc(N)cc1
-4.2,-3.5,-1.3,5.1,3.6,2.7,5.0,-3.2,-1.9,C=CCNC(=O)c1ccc(-c2nc(-c3ccccc3)cs2)cc1
4.9,-3.5,-1.9,2.7,-8.0,13.4,-1.5,-11.7,-8.8,O=C(NCCc1ccccc1)c1ccc2c(c1)OCO2
2.5,-6.0,-1.9,2.9,11.6,7.2,1.8,9.9,-3.4,CC(C)[C@@H](COc1ccccc1)N1CCN(Cc2ccccc2)CCC1=O
0.8,-8.1,-0.4,7.7,2.6,-6.4,7.3,-0.5,6.8,Cc1c(C(=O)NC(Cc2ccccc2)c2nc3ccccc3[nH]2)cccc1[N+](=O)[O-] (stereo unspecified)
-4.4,-2.9,5.5,12.7,-0.2,-0.5,22.9,-19.9,-3.7,CC(C)C(=O)NC(=S)Nc1ccc(S(=O)(=O)Nc2ccccc2)cc1
-0.5,-1.9,-2.7,2.1,-2.2,3.8,3.6,-19.1,-8.6,O=C(NNC(=S)Nc1ccc(F)cc1)C1[C@H]2CCCC[C@@H]12 (stereo partly specified)
-1.3,-5.2,-4.0,-0.4,4.6,4.6,-1.9,0.3,-6.1,COc1cc(/C=N/Nc2ccc(Cl)cc2)ccc1OC(=O)c1cccs1
-5.1,-5.0,-4.4,3.8,14.3,3.2,0.3,-0.8,-9.8,COc1cccc(C(=O)NC2CC3CCCC(C2)N3S(=O)(=O)c2ccccc2)c1 (stereo unspecified)
-6.5,-3.8,-0.7,1.4,5.1,0.6,6.5,-0.5,10.5,Cc1cc(OC(=O)c2ccc3ccccc3c2)c([N+](=O)[O-])c(=O)[nH]1
1.0,-4.8,-2.5,0.2,-1.4,1.3,1.6,-9.2,1.0,CCN(Cc1ccccc1)C(=O)c1cccs1
7.6,-2.4,-3.5,1.1,-14.6,8.8,5.5,-6.8,-11.0,O=C(Cc1cccs1)Nc1ccc(Cl)cc1
-1.3,-1.0,-2.6,0.9,9.4,10.2,1.9,-11.5,-13.9,Cc1cc(C(=O)NCC(=O)Nc2c(C)cccc2C)c(C)o1
-2.5,-1.2,-1.3,0.8,6.5,3.9,2.2,4.4,-1.9,O=C(N/N=C/c1cccs1)c1[nH]ncc1Br
-3.1,-5.6,-8.8,6.6,2.7,0.7,6.2,-11.3,-25.7,O=C(NCCN1CCN(c2ccccc2F)CC1)C1c2ccccc2C(=O)N2CCc3ccccc3C12 (stereo unspecified)
-2.6,-1.4,-7.8,0.4,5.0,8.1,12.6,-0.5,-9.6,Cc1cc(C(=O)COC(=O)CN(C)S(=O)(=O)c2ccc(Cl)cc2)c(C)n1Cc1cccs1
2.0,0.3,6.0,3.0,-1.2,7.7,0.8,-1.6,-12.3,Cc1nn(C)c(C)c1NS(=O)(=O)c1ccc(Cl)cc1
2.7,-9.0,-2.9,0.9,0.3,3.8,12.9,-6.6,0.8,CC1CC(C)CN(S(=O)(=O)N2CCC(C(=O)NCc3ccco3)CC2)C1 (stereo unspecified)
5.4,-3.1,-0.8,1.2,-3.7,6.1,0.5,5.7,-8.0,Cc1c(Cl)cccc1NC(=O)NCc1ccccn1
-1.9,-2.5,0.2,5.3,10.1,0.5,11.5,-4.5,0.0,CCN(CC(=O)Nc1cccc(OC)c1)C(=O)c1cccc(S(=O)(=O)N2CCc3ccccc32)c1
4.9,-0.3,2.2,-0.4,-6.6,4.3,11.7,2.8,1.4,Cc1ccc(-n2c3c(c(=O)[nH]c2=S)C(C(F)(F)F)(C(F)(F)F)NC(=O)N3)cc1
1.9,-6.5,-0.6,-0.8,-7.0,5.2,40.1*,-11.8,-4.5,CC(C)CCNc1ncnc2c1nnn2Cc1ccccc1Cl
-1.0,-3.9,0.9,0.6,0.6,1.5,0.4,-5.4,-12.7,O=C(Nc1nnc(C2CC2)s1)c1cccc(S(=O)(=O)N2CC(c3ccccc3)CC2=O)c1 (stereo unspecified)
-1.3,-5.3,-9.5,0.9,9.4,-5.2,0.2,3.1,11.0,CC1CCN(CCCNC(=O)CN2C(=O)CSc3ccc(S(=O)(=O)N4CCCCC4)cc32)CC1
5.7,-0.6,0.7,1.0,9.5,7.6,3.5,5.8,-6.8,Cc1cc(C)cc(N2C(=O)CC(c3ccccc3)CC2=O)c1
-12.6,2.0,4.3,8.9,7.3,-9.1,2.8,3.5,6.3,CC1(C(=O)NCC(F)(F)F)CCN1C(=O)Cc1ccc(-c2ccccc2)cc1 (stereo unspecified)
5.7,-3.6,-0.2,0.9,5.2,7.2,1.1,-1.2,-2.5,Nc1nc(SCC(=O)N2CCN(c3ccc(F)cc3)CC2)n[nH]1
4.3,-4.4,0.5,0.8,2.1,10.9,2.4,-5.7,-3.2,Cc1ccc(-n2c3c(c(=O)[nH]c2=O)C(NS(=O)(=O)c2ccc(C)cc2)(C(F)(F)F)C(=O)N3)cc1 (stereo unspecified)
-1.2,-2.9,1.6,-0.1,-7.2,3.0,8.2,-5.9,2.3,O=C(Cc1cccs1)NCc1cccnc1
2.6,-3.4,-5.0,3.2,-1.9,1.0,6.0,8.5,0.4,CCc1ccc2nc(N(CCN(C)C)C(=O)c3ccc4ncsc4c3)sc2c1
-10.0,-7.0,-2.7,0.6,-6.5,9.2,7.8,-9.1,-8.7,COC(=O)CSC1=C(C#N)C(c2ccc(C)o2)CC(=O)N1 (stereo unspecified)
-8.9,-5.3,-0.1,5.8,11.9,-5.9,-0.7,4.2,18.1,O=C(c1ccc(Cl)cc1)N1CCN(c2ccnc3cc(Cl)ccc23)CC1
1.7,-1.6,0.7,0.2,-4.5,6.4,0.6,4.9,-14.0,Cc1ccc(Nc2nc(N)nc(CSc3nncn3C)n2)cc1

Single entries from the list.
Value of CC(C)CCNc1ncnc2c1nnn2Cc1ccccc1Cl in CHRM5 agonist: -0.6
Value of O=C(CSc1nc(-c2ccccc2)c(-c2ccccc2)[nH]1)Nc1nccs1 in CHRM5 agonist: 3.4

Profiles from above. Values in the order: CHRM5 PAM | CHRM1 agonist | CHRM5 agonist | M4 ag | CHRM5 antagonist | M1 PAM | TAAR1 ag | CHRM4 antagonist | M1 antag
`Cc1cc(C(=O)COC(=O)CN(C)S(=O)(=O)c2ccc(Cl)cc2)c(C)n1Cc1cccs1` is listed with -2.6 | -1.4 | -7.8 | 0.4 | 5.0 | 8.1 | 12.6 | -0.5 | -9.6
`Cc1ccccc1C(=O)NC1CCN(C(=O)NCc2ccccc2)CC1` is listed with -1.9 | -7.1 | -3.2 | 2.0 | 8.0 | 6.5 | 8.1 | -0.1 | -14.7

Screens from PubChem BioAssay.

An excerpt; count on the stated rates, not on these rows.
